Screens (PubChem)
Wee1 stabilizer: human Wee1 degradation inhibition, primary screen; P30291; reporter increase, % at 5 µM; HeLa Luc-Wee1K328M stability, luciferase luminescence; 100% = proteasome inhibitor MG132 effect; 220,000 compounds, 1.2% hits; AID 1321;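 active means activation above the mean of all tested compounds plus 3 SD, set per screening run, cut at about 8.8% in these data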;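 further: cells exposed to compound for 20 h before luminescence read; 0% = DMSO alone and 100% = MG132 at 30 µM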
Thrombin inh: inhibitors of human thrombin; 220,000 compounds, 0.26% hits; inhibition, % at 5 µM; AID 1046; alpha-thrombin, Boc-VPR-AMC fluorogenic substrate cleavage;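 active means inhibition at or above 40%; inactive means inhibition below 40%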;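 further: 0% = enzyme with no compound and 100% = wells without enzyme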
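signal = AMC fluorescence, 355/460 nm | material = human alpha-thrombin enzyme | control set = enzyme without compound as high, wells lacking enzyme as low | times = reaction at room temperature | read-out basis = percent inhibition scaled between no-compound controls and no-enzyme blanks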
Runt-CBFb FRET: Runt domain-CBFb interaction inhibition; Cerulean-Runt/Venus-CBFb FRET ratio 530/480, 1 h; AID 1496; 220,000 compounds, 0.46% hits; inhibition, % at 20 µM; Q01196+Q13951;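 active means inhibition over about 50% at 20 µM in the single-dose screen, limit read from the data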;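 further: 0% = DMSO wells and 100% = excess unlabeled CBFb competitor control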
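Measured by: fluorescence energy transfer, 422 nm excitation, 530/480 nm emission; Assay system: Cerulean-Runt domain; Medium: Tris pH 7.5 buffer with BSA; Measure: loss of energy transfer signal; Controls: 5 µM unlabeled CBFb as full-inhibition high control; Incubation: protein complex preformed 1 h, compound exposure 1 h, room temperature, dark.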
Hck Nef HTS: blocks Nef-activated human Hck kinase | P08631 | Recombinant Hck-YEEI plus Nef, Z-Lyte FRET kinase assay | inhibition, % at 20 µM | 220,000 compounds, 0.68% hits;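 active means Hck-Nef kinase inhibition above about 50%, limit read from the data; inactive means inhibition below that limit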;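 further: 0% = DMSO with Hck plus Nef and 100% = Hck alone without Nef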
Runt-SMMHC FRET: blocks binding of human RUNX1 Runt domain to CBFb-SMMHC; inhibition, % at 20 µM; Cerulean-Runt/Venus-CBFb-SMMHC FRET ratio 530/480, 1 h; 220,000 compounds, 0.74% hits; Q01196+Q13951;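 active means mean inhibition across duplicate retests at 20 µM reaching about 50%, limit read from the data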;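 further: 0% = DMSO wells and 100% = wells with excess untagged CBFb-SMMHC; inhibitors lower the FRET ratio by blocking Runt binding to CBFb-SMMHC; some results filed as inactive read as strong as hits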
FXIIa inh: inhibitors of human coagulation factor XIIa. P00748. purified FXIIa, Boc-QGR-AMC fluorogenic substrate, 2 h. inhibition, % at 5 µM. 220,000 compounds, 0.3% hits; in the data active means inhibition above about 40%;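 further: 0% = enzyme with no compound and 100% = blank without enzyme; many of its hits are not listed in these tables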
Target sequence (P00748 20-372 limits assumed): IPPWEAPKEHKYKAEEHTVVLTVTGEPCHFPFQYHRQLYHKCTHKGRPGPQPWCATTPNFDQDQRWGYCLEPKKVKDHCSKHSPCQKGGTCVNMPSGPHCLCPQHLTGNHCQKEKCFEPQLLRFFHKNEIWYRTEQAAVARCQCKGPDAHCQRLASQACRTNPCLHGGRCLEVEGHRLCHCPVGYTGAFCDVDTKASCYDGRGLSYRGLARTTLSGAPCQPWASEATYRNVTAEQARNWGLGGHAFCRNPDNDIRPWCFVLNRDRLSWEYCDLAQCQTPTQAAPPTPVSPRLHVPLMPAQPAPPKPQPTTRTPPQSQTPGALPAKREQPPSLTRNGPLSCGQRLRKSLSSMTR
Target sequence (P00748 373-615 limits assumed): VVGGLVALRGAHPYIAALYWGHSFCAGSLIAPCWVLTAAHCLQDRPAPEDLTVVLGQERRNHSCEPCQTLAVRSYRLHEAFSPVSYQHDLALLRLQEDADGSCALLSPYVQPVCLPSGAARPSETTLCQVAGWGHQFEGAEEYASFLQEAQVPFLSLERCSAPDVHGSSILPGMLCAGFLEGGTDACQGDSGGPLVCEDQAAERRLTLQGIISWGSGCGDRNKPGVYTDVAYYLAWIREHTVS
14-3-3 Bad inh: disrupts binding of bovine 14-3-3 zeta to phospho-Bad peptide. P63103. TR-FRET 14-3-3zeta/Dy647-pBad peptide displacement, 1 h. inhibition, % at 21.7 µM. 220,000 compounds, 0.71% hits. AID 781;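 active means inhibition above about 70%, limit read from the data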;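 further: 0% = full 14-3-3 plus peptide FRET controls and 100% = background without 14-3-3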
KLK5 inh: inhibitors of human kallikrein 5. Q9Y337. recombinant hK5, fluorogenic AMC substrate cleavage. inhibition, % at 5 µM. 210,000 compounds, 0.59% hits. AID 873;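 active means inhibition of 40% or more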;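 further: 0% = enzyme controls without compound and 100% = no-enzyme blanks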
Target sequence (Q9Y337 67-293 limits assumed): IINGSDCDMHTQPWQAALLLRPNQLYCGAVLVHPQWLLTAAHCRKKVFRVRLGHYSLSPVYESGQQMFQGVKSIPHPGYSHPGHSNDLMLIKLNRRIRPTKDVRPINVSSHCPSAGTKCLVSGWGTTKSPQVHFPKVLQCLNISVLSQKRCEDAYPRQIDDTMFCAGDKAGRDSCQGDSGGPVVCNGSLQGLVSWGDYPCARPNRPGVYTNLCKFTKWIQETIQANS
FXIa inh 1536: blocks human coagulation factor XIa protease activity; purified FXIa, Boc-Glu-Ala-Arg-AMC fluorogenic substrate; inhibition, % at 5 µM; 220,000 compounds, 0.14% hits;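 active means inhibition of at least 40%; inactive means inhibition below 40%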;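 further: fluorescence of freed AMC excited at 355 nm; 0% = enzyme without compound and 100% = no enzyme blank; many of its hits are not listed in these tables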
* hit, by the source's call; x = no result given; [ ] = dose if it differs, or a comment.

Each structure is followed by: Wee1 stabilizer	Thrombin inh	Runt-CBFb FRET	Hck Nef HTS	Runt-SMMHC FRET	FXIIa inh	14-3-3 Bad inh	KLK5 inh	FXIa inh 1536
> C=CCn1c(SCc2c(F)cccc2Cl)nnc1-c1ccco1
  -1	-7	2	0	1	11	-13[fluorescence artefact?]	-4	-5
> CCS(=O)(=O)N1Cc2ccccc2CC1C(=O)NC(C)C12CC3CC(CC(C3)C1)C2 (stereo not given)
  0	-3	-8	2	-3	10	-11[fluorescence artefact?]	-6	10
> CCC(C)[C@H](NC(=O)NCc1cccc(OC)c1)C(=O)OC (stereo not given in full)
  1	-1	0	1	-2	-11	0	4	-1
> CCCCC1=CC2=C(c3ccco3)C(=O)C(C)(OC(=O)c3ccc(OC)cc3)C(=O)C2=CN1CCCCO (stereo not given)
  x	-2	-7	29	-14	6	-1	-2	0
> Cc1ccc(C(=O)CSC2=C(C#N)C(c3ccco3)CC(=O)N2)c(C)c1 (stereo not given)
  2	-3	9	0	0	4	-2	7	-10
> Cc1ccc(-c2nnc(SCC(=O)CC(=O)Nc3ccccc3)n2-c2ccccc2)cc1
  -3	1	-6	0	-7	15	23	11	9
> N/C(=N/OC(=O)c1ccccc1F)c1nonc1N
  4	-8	-2	26	0	10	0	5	0
> O=C(c1ccccc1)N1CCCc2ccccc21
  2	3	-3	-4	-1	15	-9	-4	5
> NC(=O)CC(NC(=O)Cc1ccc(Br)cc1)c1ccc(NCc2ccc(F)cc2)c([N+](=O)[O-])c1 (stereo not given)
  x	-11	-6	43	-6	7	18	0	-2
> Cc1ccc(S(=O)(=O)Nc2ccc3c(c2)OCCO3)cc1C
  -4	8	-1	16	2	2	-4	-2	0
> CCOC(=O)c1c(-c2ccccc2)oc2ccc(O)c(CN3CCCC3)c12
  0	-1	1	0	-1	7	6	-19	0
> O=C(CCn1c(=O)[nH]c2ccsc2c1=O)NCc1ccc(F)cc1
  -2	-5	3	18	-3	9	-11	-1	0
> CC(C)(Cc1ccc(O)cc1)NC(=O)CC(=O)N=Nc1c(O)[nH]c2ccc(Br)cc12
  2	2	-1	20	-1	10	-4	3	6
> O=C(O)c1cc(-c2cccc(Cl)c2)nc2nc(N3CCCCC3)sc12
  -3	-8	4	3	6	-8	13	-22	3
> O=C(c1ccc(N2CCOCC2)cc1)c1cccs1
  1	2	2	1	2	-3	5	3	2
> CCCCC1=CC2=C(c3ccco3)C(=O)C(C)(OC(=O)c3ccc(OC)cc3)C(=O)C2=CN1C1CC1 (stereo not given)
  x	-1	-12	33	11	8	-5	0	-1
> Cc1ccccc1C(=O)NNC(=S)NC(=O)c1ccc(Cl)cc1Cl
  -3	3	9	3	0	12	-2	-286	3
> Cc1nonc1N1CCN(Cc2cn[nH]c2-c2ccc3c(c2)OCO3)CC1
  8	-4	2	-12	1	5	5	x	1
> CC(NC(=O)CN(c1cccc(C(F)(F)F)c1)S(=O)(=O)c1ccc(Cl)c([N+](=O)[O-])c1)c1ccccc1 (stereo not given)
  2	0	-1	2	-2	15	0	-14	5
> CCOC(=O)c1c(C)nc(C)c(C(=O)OCC)c1-c1ccccc1
  3	3	x	2	-4	18	11	8	6
> CCOC(=O)C1(CC2CCCCO2)CCN(S(=O)(=O)c2ccsc2)CC1 (stereo not given)
  -3	-9	-3	12	-2	2	8	-4	-4
> COc1ccccc1/C=c1\sc2nc(-c3ccco3)nn2c1=O
  -2	1	17	5	5	12	-3	-6	4
> Cc1cc(S(=O)(=O)N(Cc2cccs2)Cc2ccccc2F)ccc1-n1cnnn1
  -1	-2	-1	3	-1	11	10	-12	7
> CCOc1ccc(C2NC(=O)NC(C)=C2[N+](=O)[O-])cc1OC (stereo not given)
  -3	-9	0	3	-2	6	1	-3	-3
> O=C1CCN(S(=O)(=O)c2cccs2)c2ccc(C(F)(F)F)cc2N1
  -2	0	1	17	1	8	-20	3	1
> NC(Cc1ccccc1)C(O)(c1ccccc1)c1ccccc1 (stereo not given)
  0	-16	2	11	-1	0	-4	-4	-7
> Cc1cccc(-n2c(N)c(-c3nc4ccccc4n3C)c3nc4ccccc4nc32)c1
  -2	-2	-89	-2	-105	6	0[fluorescence artefact?]	-75	-3
> CCOc1ccc(C2Nc3ccccc3C(CC)(CC)O2)cc1 (stereo not given)
  -1	-4	-2	-10	-2	10	-1	13	8
> Cc1[nH]nc(NCCO)c1[N+](=O)[O-]
  -1	-9	1	28	0	-2	-11	2	2
> CCCc1c(O)nc(SCCN(CC)CC)n(C(=O)c2ccccc2)c1=O
  -1	-1	-3	2	-1	-8	10	0	-9
> COC(=O)C1=C(C)N=C2SC(C)C(=O)N2C1c1ccc(C(=O)OC)cc1 (stereo not given)
  1	3	-3	1	2	17	-15	-4	3
> Cc1ccc(CSc2ccc(-c3cccs3)nn2)cc1
  -5	-4	2	0	-3	0	0[fluorescence artefact?]	-29	0
> Cc1cc(C)cc(OCC(=O)Nc2nc3ccc([N+](=O)[O-])cc3s2)c1
  -3	3	-1	-3	-4	9	0	4	5
> CN1CCCC(OC(=O)/C(C#N)=C/c2ccccc2)C1 (stereo not given)
  0	-9	0	-27	0	6	11	1	-3
> CSc1nc(C)cc(Oc2ccc(OCCOc3ccccc3)nn2)n1
  1	-6	-2	-1	-4	-17	2	-2	-7
> Cc1cc(-c2ccc(Cl)cc2)oc(=O)c1NC(=O)c1ccccc1
  1	2	-2	2	-1	8	9[fluorescence artefact?]	4	0
> Cc1ccc(S(=O)(=O)N(CC(=O)N2CCN(c3ccccc3F)CC2)C2CCCCC2)cc1
  -1	-2	-2	-2	-3	13	10[fluorescence artefact?]	6	-19
> O=S(=O)(NCC1CCCO1)c1ccc(-c2ccc(S(=O)(=O)NCC3CCCO3)cc2)cc1 (stereo not given)
  2	-9	-3	25	-2	9	0	4	0
> COC(=O)[C@@H](NC(=O)Nc1cc(Cl)ccc1C)C(C)C
  0	-7	-5	1	0	-1	5	-4	-7
> COc1cc(C(=S)N2CCOCC2)ccc1OC(=O)c1cc([N+](=O)[O-])c(C)c([N+](=O)[O-])c1
  -1	-6	4	1	4	13	1	-14	5
> COc1cc2c(cc1OC)C(C)N(C(=O)C1COc3ccccc3O1)CC2 (stereo not given)
  -3	1	0	11	2	20	-9	-3	3
> CC(C)(C)n1nc2c(c1NC(=O)c1cccc(C(F)(F)F)c1)CS(=O)C2 (stereo not given)
  2	-6	0	0	0	7	3	1	-3
> CNC(=O)c1nc[nH]c1C(=O)NC
  -3	1	1	-4	-2	8	0	6	5
> CCOC(=O)CCP(=O)(O)C(C)(O)c1ccccc1 (stereo not given)
  2	0	2	0	4	17	19	2	3
> O=C(CC(=O)NC1CCCCC1)N/N=C/c1cccc2ccccc12
  -3	0	-4	0	-1	11	-8	-11	5
> O=C(CSC(=S)N1CCOCC1)Nc1ncc2c(n1)CC(c1ccco1)CC2=O (stereo not given)
  0	-1	3	9	0	7	4	-1	0
> COc1ccc(-n2c(Cc3cccn3C)nnc2SCC(=O)NCc2ccco2)cc1
  1	0	2	-1	2	16	5[fluorescence artefact?]	0	4
> CC(=O)Nc1ccc(N2S(=O)(=O)c3ccccc3S2(=O)=O)cc1
  0	-4	1	-4	2	5	8	13	-1
> COC(=O)CN(C#N)c1nc(C)cc(C)n1
  1	1	-2	1	-1	10	-2	1	-2
> O=C(COC(=O)c1cccnc1Nc1cccc(C(F)(F)F)c1)NCc1ccc2c(c1)OCO2
  3	-1	-4	0	4	-1	6[fluorescence artefact?]	-22	-8
> CCOC(=O)N1CCN(CC(=O)Nc2ccc(F)cc2)CC1
  0	-4	1	15	4	5	6	-2	-1
> Cc1cc(C(=O)CN2C(=O)NC3(CCCC3)C2=O)c(C)n1-c1ccc2c(c1)OCO2
  3	-8	1	5	2	10	0[fluorescence artefact?]	-4	3
> OC1(C(F)(F)F)CC(O)(C(F)(F)F)n2nc(-c3ccccc3)cc2N1 (stereo not given)
  -2	3	0	0	3	4	0	6	-1
> COC(=O)[C@@]1(Cc2ccc(OC)cc2)[C@H]2c3cc(C(=O)N4CCCC4)n(Cc4ccc(C)o4)c3C[C@H]2CN1C(=O)c1ccccc1
  -3	1	-6	-2	1	13	-12[fluorescence artefact?]	-7	5
> CC(=O)N(CCN1CCOCC1)Cc1cc2cc3c(cc2nc1Cl)OCO3
  0	6	0	29	0	13	-8	-5	2
> Cc1ccc2c(c1)c1c3n2CCN(C(=O)CN2CCN(C)CC2)C3CCC1 (stereo not given)
  0	-4	-6	-2	-48	2	-26	2	-5

Among those listed so far, these contain fluorine:
Each structure is followed by: Wee1 stabilizer	Thrombin inh	Runt-CBFb FRET	Hck Nef HTS	Runt-SMMHC FRET	FXIIa inh	14-3-3 Bad inh	KLK5 inh	FXIa inh 1536
> C=CCn1c(SCc2c(F)cccc2Cl)nnc1-c1ccco1
  -1	-7	2	0	1	11	-13[fluorescence artefact?]	-4	-5
> N/C(=N/OC(=O)c1ccccc1F)c1nonc1N
  4	-8	-2	26	0	10	0	5	0
> NC(=O)CC(NC(=O)Cc1ccc(Br)cc1)c1ccc(NCc2ccc(F)cc2)c([N+](=O)[O-])c1 (stereo not given)
  x	-11	-6	43	-6	7	18	0	-2
> O=C(CCn1c(=O)[nH]c2ccsc2c1=O)NCc1ccc(F)cc1
  -2	-5	3	18	-3	9	-11	-1	0
> CC(NC(=O)CN(c1cccc(C(F)(F)F)c1)S(=O)(=O)c1ccc(Cl)c([N+](=O)[O-])c1)c1ccccc1 (stereo not given)
  2	0	-1	2	-2	15	0	-14	5
> Cc1cc(S(=O)(=O)N(Cc2cccs2)Cc2ccccc2F)ccc1-n1cnnn1
  -1	-2	-1	3	-1	11	10	-12	7
> O=C1CCN(S(=O)(=O)c2cccs2)c2ccc(C(F)(F)F)cc2N1
  -2	0	1	17	1	8	-20	3	1
> Cc1ccc(S(=O)(=O)N(CC(=O)N2CCN(c3ccccc3F)CC2)C2CCCCC2)cc1
  -1	-2	-2	-2	-3	13	10[fluorescence artefact?]	6	-19
> CC(C)(C)n1nc2c(c1NC(=O)c1cccc(C(F)(F)F)c1)CS(=O)C2 (stereo not given)
  2	-6	0	0	0	7	3	1	-3
> O=C(COC(=O)c1cccnc1Nc1cccc(C(F)(F)F)c1)NCc1ccc2c(c1)OCO2
  3	-1	-4	0	4	-1	6[fluorescence artefact?]	-22	-8
> CCOC(=O)N1CCN(CC(=O)Nc2ccc(F)cc2)CC1
  0	-4	1	15	4	5	6	-2	-1
> OC1(C(F)(F)F)CC(O)(C(F)(F)F)n2nc(-c3ccccc3)cc2N1 (stereo not given)
  -2	3	0	0	3	4	0	6	-1
